# Yeast life ext = yeast lifespan extension | S. cerevisiae growth with nicotinamide, OD615; deaD strain in restrictive glucose medium | inhibition of the nicotinamide effect, % at 10 µM | 0.68% of 130,000 active;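 active = inhibition above a set limit, placed 3 SD over the median of all compounds, cut at about 26% in these data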;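 also: 0% = nicotinamide-treated wells and 100% = cells grown without nicotinamide; some compounds called inactive have numbers as strong as hits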
#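 Assay system: DeaD-strain S. cerevisiae. Medium: CSMM-D glucose medium, restrictive. Reagent: nicotinamide, 1.5 mM, co-present with compound. Compound: 10 µM single point, 0.25% DMSO. Schedule: culture preincubation 4 h, compound exposure 48 h, both 30 °C. Detection: absorbance at 615 nm.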
# E-sel TNF inh = TNF alpha driven E-selectin expression inhibition. HUVEC TNFa-induced E-selectin immunofluorescence, high content. inhibition, % at 2 µM. 0.71% of 120,000 active. AID 1246;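 active = inhibition above the batch mean plus 3 SD, and confirmed as a hit on visual image review, cut at about 43% in these data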;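 also: 0% = TNF-stimulated DMSO wells and 100% = unstimulated control wells; not every result past the cut was called active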
# Measles CPE = protection of cells from measles virus; 1.5% of 140,000 active; Measles virus-infected cells, CPE protection, absorbance; protection (pct of control), % at 4 µM; AID 841; in the data active = protection mostly above about 24%, no sharp cut-off; inactive = mostly below about 26%; also: some compounds called inactive have numbers as strong as hits
# bCat KO growth = beta-catenin-lacking colon tumor cell growth suppression; viability, % at 10 µM; HCT116 beta-catenin knockout viability, CellTiter-Glo, 60 h; stronger effect = lower value; AID 818; 1.5% of 140,000 active;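 active = viability at or under a set limit, the compound median less 4 SD, cut at about 6% in these data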;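 also: 0% = Hyamine 1622 control at 20 µM and 100% = untreated cell control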
# NPY-Y2 antag = antagonists of human neuropeptide Y receptor Y2. NPY-Y2 expressing cells, antagonist mode. inhibition, % at 2.7 µM. 0.99% of 140,000 active; in the data active = inhibition above about 17%;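 also: 0% = vehicle with agonist challenge and 100% = reference antagonist with challenge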
# Target sequence (P49146 whole entry, looked up): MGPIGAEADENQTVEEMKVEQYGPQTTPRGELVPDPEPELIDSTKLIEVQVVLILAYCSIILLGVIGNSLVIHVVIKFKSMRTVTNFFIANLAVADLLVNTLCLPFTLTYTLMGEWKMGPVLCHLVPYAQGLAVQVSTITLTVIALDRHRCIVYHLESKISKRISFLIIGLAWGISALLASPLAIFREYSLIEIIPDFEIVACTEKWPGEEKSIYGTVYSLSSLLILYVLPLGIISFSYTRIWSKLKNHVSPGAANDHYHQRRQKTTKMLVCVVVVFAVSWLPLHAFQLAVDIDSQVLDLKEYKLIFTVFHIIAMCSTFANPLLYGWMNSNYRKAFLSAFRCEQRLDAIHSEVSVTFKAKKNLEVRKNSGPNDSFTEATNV
# MRP1 act = activators of MRP-1 | H69AR cells + doxorubicin, viability rescue, CellTiter-Glo | viability increase, % at 10 µM | 0.61% of 140,000 active;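 active = viability gain under doxorubicin at or above a set limit, the compound median plus 3 SD, cut at about 4.7% in these data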;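 also: MRP-1 overexpressing cells given doxorubicin 25 µM after compound pretreatment; 18-22 h compound pretreatment then 72 h with doxorubicin before readout; 0% = doxorubicin-only wells and 100% = vehicle-treated cells without doxorubicin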
# GALR2 antag = GALR2 (human) receptor antagonism; AID 828; GALR2-expressing cells, antagonist mode; O43603; 0.39% of 140,000 active; inhibition, % at 4 µM; in the data active = inhibition above about 27%;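 also: cells stimulated with galanin 1-16 at roughly its EC80; 0% = agonist challenge control and 100% = basal control without agonist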
# Target sequence (O43603 whole entry, looked up): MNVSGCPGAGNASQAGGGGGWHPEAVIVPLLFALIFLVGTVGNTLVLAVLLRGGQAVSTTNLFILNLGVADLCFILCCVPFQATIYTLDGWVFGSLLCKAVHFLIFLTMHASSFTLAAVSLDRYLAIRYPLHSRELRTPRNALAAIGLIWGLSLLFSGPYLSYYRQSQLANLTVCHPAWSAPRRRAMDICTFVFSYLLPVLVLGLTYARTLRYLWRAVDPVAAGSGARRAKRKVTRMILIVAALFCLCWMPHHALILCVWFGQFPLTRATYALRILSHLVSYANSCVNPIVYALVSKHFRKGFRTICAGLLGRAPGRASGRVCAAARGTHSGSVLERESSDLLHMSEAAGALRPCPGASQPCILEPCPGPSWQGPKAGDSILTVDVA
# PTEN del growth = PTEN-deleted cell growth suppression; HCT116 PTEN-null viability, CellTiter-Glo, 60 h; stronger effect = lower value; viability, % at 10 µM; 1.2% of 140,000 active; AID 827;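 active = viability at or below a set limit, 4 SD under the median of all tested compounds, cut at about 3.7% in these data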;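 also: PTEN knockout HCT116 line with beta catenin targeted HCT116 as companion control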
# Phagocytosis inh = inhibitors of macrophage phagocytosis | J774A.1 macrophage IgG-bead phagocytosis, imaging | inhibition, % at 5 µM | 0.07% of 110,000 active | AID 1029;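 active = inhibition above the mean of the plate negative controls plus 5 SD, cut at about 13% in these data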;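 also: phagocytic index as fraction of beads internalized from green versus red external bead signal; plate controls were DMSO negative control for no effect and cytochalasin-D positive control for full effect; some results beyond the cut were filed as inactive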
# BB579 growth dn = chemicals that inhibit yeast BB579 growth in restrictive medium (lifespan-shortening candidates); S. cerevisiae BB579 growth, OD615, 48 h; inhibition, % at 10 µM; 0.51% of 140,000 active; AID 804;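 active = inhibition above a set limit, 3 SD over the mean compound inhibition, cut at about 44% in these data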; also: inactives centre near -24
#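 Test system: DeaD yeast strain BB579 / Buffer or medium: restrictive glucose-based CSMM-D medium / Doses: single 10 µM dose / Schedule: 4 h cell preincubation, 48 h compound exposure, 30 °C humidified / Technique: culture absorbance at 615 nm / Controls: amphotericin B positive control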
# * hit, by the source's call; x = not tested or not shown.
SMILES,Yeast life ext,E-sel TNF inh,Measles CPE,bCat KO growth,NPY-Y2 antag,MRP1 act,GALR2 antag,PTEN del growth,Phagocytosis inh,BB579 growth dn
CCn1c(SCCC(=O)O)nnc1-c1cccnc1,-4,4,7,95,1,-0.3,1,105,-2,-58
CCOC(=O)c1c(C)[nH]c(C)c1C(=O)CSc1nc2ccccc2n1CCC#N,0,x,7,85,2,-0.7,-8,88,-4,-27
COc1ccc(C(=O)CSc2nnc(COc3ccc(C#N)cc3)n2-c2ccccc2)cc1,-16,x,23,73,3,-2.9,7,77,0,-15
COc1ccc(NC(=O)C2CCN(S(=O)(=O)c3ccc(Br)s3)CC2)cc1OC,17,-2,3,92,0,-1.6,5,97,-2,-44
O=C(COC(=O)c1ccc2c(c1Cl)C(=O)c1ccccc1C2=O)NC1CC1,0,x,8,81,1,-3.4,-3,81,-9,-22
COCCCNC(=O)c1ccccc1NS(C)(=O)=O,6,-17,5,102,-3,-1.4,-10,102,-1,-35
CC[n+]1c(S(=O)(=O)[O-])ccc2ccc(C)cc21,-5,-27,10,80,4,-1.2,-4,99,-2,5
NNC(=O)c1cc(Cl)ccc1Cl,4,6,6,98,1,-3.0,-69,95,-2,-14
O=C(NCc1ccc(N2CCCC2=O)cc1)c1cnccn1,-9,-3,1,94,0,-2.1,1,104,-1,8
CSc1nc(Oc2ccc3ccccc3c2)c2sccc2n1,-17,-13,6,21,11,-2.2,-7,21,0,-80
Cc1cc(=O)oc2c(CN3CCCCC3)c(O)c(Cl)cc12,-27,42,4,87,1,-3.4,4,93,-2,-41
Cc1cccc(N2CCN(C(=O)c3cc4c(=O)n(C)c5ccccc5c4n3C)CC2)c1C,-1,17,4,55,1,0.3,-4,58,-1,-1

# Random excerpt: three records from the list.
SMILES,Yeast life ext,E-sel TNF inh,Measles CPE,bCat KO growth,NPY-Y2 antag,MRP1 act,GALR2 antag,PTEN del growth,Phagocytosis inh,BB579 growth dn
O=C(COC(=O)c1ccc2c(c1Cl)C(=O)c1ccccc1C2=O)NC1CC1,0,x,8,81,1,-3.4,-3,81,-9,-22
COc1ccc(NC(=O)C2CCN(S(=O)(=O)c3ccc(Br)s3)CC2)cc1OC,17,-2,3,92,0,-1.6,5,97,-2,-44
Cc1cccc(N2CCN(C(=O)c3cc4c(=O)n(C)c5ccccc5c4n3C)CC2)c1C,-1,17,4,55,1,0.3,-4,58,-1,-1

# Later entries:
SMILES,Yeast life ext,E-sel TNF inh,Measles CPE,bCat KO growth,NPY-Y2 antag,MRP1 act,GALR2 antag,PTEN del growth,Phagocytosis inh,BB579 growth dn
Cc1ccccc1S(=O)(=O)Nc1cccnc1,x,8,15,88,0,-0.3,-4,99,x,-37
Cc1ccc(C(c2nnnn2CC2CCCO2)N2CCN(C(=O)c3ccco3)CC2)cc1 (stereo not given),-10,x,8,88,2,-2.7,4,81,x,-21
O=C(CCNC(=O)c1ccccc1)OCN1C(=O)c2ccccc2C1=O,-12,25,3,101,2,-1.6,8,98,x,-10
O=C(Nc1ccc2c(c1)OCO2)c1ccc(Cl)nc1,-13,-4,18,97,0,-1.5,-1,96,-2,-48
O=C1/C(=C/c2cccs2)SC(=S)N1c1ccccc1,-24,56*,10,51,0,-4.0,-8,56,-1,-40
Brc1[nH]nc2ccccc12,-16,-12,17,103,3,-2.8,9,113,x,0
Cn1cccc1CNC(=O)Nc1ccc(Cl)cc1,-34,-14,9,80,-1,0.2,2,71,6,-50
CCc1c(C(=O)NCc2ccccc2Cl)[nH]c(C)c1C(C)=O,-6,-7,34*,84,7,-1.6,1,74,-1,-15
CCN(C(=O)CN(C)Cc1cccc(Cl)c1Cl)c1c(N)n(Cc2ccccc2)c(=O)[nH]c1=O,1,8,8,81,3,-0.7,3,80,-10,-27
CCCCNC(=O)CC1N=C2c3ccccc3N=C(SCC(=O)Nc3ccccc3OC)N2C1=O (stereo not given),0,x,5,88,-1,-2.3,-7,96,-3,-82
COCCCNC(=O)CN(c1ccc(OC)cc1)S(=O)(=O)c1ccc(NC(C)=O)cc1,-8,40,53*,83,-1,0.1,1,95,x,7
COc1ccc(C2C(C#N)=C(N)Oc3cc(C)[nH]c(=O)c32)c(OC)c1OC (stereo not given),-6,3,4,100,4,2.1,-5,107,1,-28
N#Cc1cc(C(=O)c2ccccc2OCC(=O)Nc2ccccc2Cl)cn(C2CCCCC2)c1=O,5,x,11,75,5,-2.6,-6,75,-8,-41
COC(=O)c1ccc(N2CCC(c3cc(-c4ccc(OC)cc4)n[nH]3)CC2)c([N+](=O)[O-])c1,-5,24,9,34,-5,-1.7,-4,36,x,-73
O=S(=O)(N1CCOCC1)N1CCCN(S(=O)(=O)N2CCOCC2)CC1,-7,2,17,85,0,-1.4,-5,108,8,-21
O=C1N(c2cccc(Cl)c2)C(c2ccccc2)N2CCCN12 (stereo not given),1,x,11,91,2,-0.9,1,92,-6,-10
Cc1cc(C)c2c(N=CN(C)C)c(C(=O)N3CCN(c4ncccn4)CC3)sc2n1,-9,15,16,98,-1,-0.6,4,89,0,2
Cc1ccc(Sc2cnc3ccccc3n2)cc1,-9,-4,4,109,1,-0.7,0,109,-2,-57
Cc1ccc(S(=O)(=O)N(Cc2nccn2C)C(C)C)cc1,2,20,12,88,1,-2.1,5,83,-1,-4
O=C(COc1ccccc1)Nc1nc(-c2ccc(S(=O)(=O)N3CCOCC3)cc2)cs1,-2,x,8,77,3,-0.2,-2,78,1,-45
c1ccc(Oc2ccc(-n3cnnn3)cc2)cc1,-8,-7,3,93,3,-1.7,-21,109,-5,-29
CC(=O)C1C(c2ccc(Br)cc2)C2C(C)=NN=C2CC1(C)O (stereo not given),1,7,10,88,8,0.0,15,94,-5,-13
CC(=O)Nc1ccc(S(=O)(=O)N2CCN(C)CC2)cc1,-16,8,15,109,3,0.8,1,98,-1,-27
NC(=O)[C@@H]1CCCNc2c(F)cc([N+](=O)[O-])cc2C(=O)N[C@@H](CO)C(=O)NCC(=O)N1,-1,-14,19,96,-2,-0.9,2,86,x,-42
Cc1ccc(CCNC(=O)C2CCC(=O)N2C2CCCC2)cc1 (stereo not given),1,-9,6,88,2,-3.0,-4,101,x,2
COc1cc(CCC(=O)Nc2ccc(Br)c(C(F)(F)F)c2)cc(OC)c1OC,0,x,23,56,5,0.0,0,44,-8,-42
CCOC(=O)C(=O)Nc1ccc([N+](=O)[O-])cc1OC,-1,x,20,96,3,0.1,11,105,-3,4
CCOc1ccc(/C(O)=C2/C(=O)C(=O)N(c3cc(C)on3)C2c2ccc(C(=O)OC)cc2)cc1 (stereo not given),-2,x,5,98,5,-0.1,-2,94,3,-24
CCOC(=O)N1CCC(c2cc(=O)n3[nH]c(C)c(-c4ccc(F)cc4)c3n2)CC1,-1,x,7,25,6,-4.4,-39,46,0,-19
Cn1c(SCC(=O)NCc2ccco2)nnc1-c1ccc(S(=O)(=O)N2CCOCC2)cc1,-12,5,29,85,6,-1.2,3,81,-1,-21
CN(CCC#N)CC(=O)Nc1ccc(NC(=O)CN(C)CCC#N)cc1,-9,-21,5,89,1,-3.6,-5,98,x,25
COC(=O)C1=CNC=C(C(=O)OC)C1c1ccccc1Cl,-13,-16,6,112,-2,-2.6,1,103,-3,-20
N#Cc1c2c(nc(N)c1-c1ccccc1)CCCCC2,5,21,4,104,4,-2.1,4,103,0,-18
Cc1ccc(-c2nnc(SCC(=O)Nc3nc4c(s3)CCCC4)n2C)cc1,-6,11,21,76,5,-2.2,6,87,0,-14
Cc1cccc(C)c1NC(=O)CNc1ncnc2sc(C)c(C)c12,6,-18,9,91,0,0.7,-13,104,4,-25
Cc1cc(C)c([N+](=O)[O-])cc1NC(=O)CCSc1ccccc1Cl,3,8,5,82,10,-1.9,5,84,-5,-34
COc1cc2c(cc1OC)C(c1ccc3c(c1)OCO3)C1=C(CC(C)(C)CC1=O)N2 (stereo not given),0,6,25*,79,3,-2.5,-5,74,x,-13
Cc1ccccc1NC(=S)NCc1ccc2c(c1)OCO2,-14,-4,9,90,3,-2.1,-4,88,0,-11
CC1(C)CC(=O)c2c(n(S(=O)(=O)c3ccccc3)c3ccc(NS(=O)(=O)c4ccccc4)cc23)C1,7,20,31,71,0,-3.5,-11,68,-15,-41
CC(=O)NCCC(=O)Nc1cccc(S(=O)(=O)N(C)c2ccccc2)c1,5,x,4,89,2,-1.7,-4,98,-5,-33
CCCc1nc2ccccc2c(C(=O)OCC(=O)N2CCc3ccccc32)c1CC,-3,11,21,63,-2,-3.5,4,55,-5,-13
CCCC(O)(CCC)C(=O)NN1CCCCC1,-8,12,3,93,11,-0.5,-5,97,x,-10
COC(=O)c1ccc(C)c(NS(=O)(=O)c2ccc3c(c2)OCCO3)c1,-8,-24,9,21,8,-1.1,8,18,1,-63
CC1=C(C(=O)Nc2ccc(F)c(F)c2)C(c2cccs2)NC(=S)N1 (stereo not given),-2,x,11,90,-2,-0.8,13,97,-5,1
CC(C)CC(COCc1ccc(Cl)cc1)N1CCN(C(=O)c2ccc(C(F)(F)F)cc2)CCC1=O (stereo not given),12,x,4,45,14,-2.9,3,46,x,-44
C/C(=N\NC(=O)CNC(=O)C(c1ccccc1)c1ccccc1)c1ccc(C(C)(C)C)cc1,4,x,27,19,2,-3.2,1,36,-3,-49
Cc1cc(C)c(NC(=O)COC(=O)c2cccc3c2C(=O)c2ccccc2C3=O)c(C)c1,18,-7,6,83,5,-1.9,3,74,x,-39
O=C(CSc1nc(O)cc(=O)n1-c1ccccc1)N1CCCCC1,-1,-7,0,97,-3,-1.5,-1,103,-4,-22
O=c1[nH]c(=O)n(-c2ccccc2)c2c1C(C(F)(F)F)(C(F)(F)F)N=C(CCC1CCCCC1)N2,-2,x,8,73,6,-3.1,-8,61,-8,-8
Cc1occc1C(=O)Nc1cccc(Cn2cccn2)c1,-10,-6,15,98,1,-2.9,-6,98,-1,-12
COc1ccccc1C(=O)Nc1cccc(N(C)S(C)(=O)=O)c1,-8,15,13,97,3,-0.6,-12,98,x,-39
Cc1ccccc1N(CC(=O)Nc1ccccc1C(=O)O)S(C)(=O)=O,-3,9,26,107,-1,-2.0,-1,108,2,-14
COC(=O)C(C)N(C(=O)c1cccc2ccccc12)c1c(C)cccc1C (stereo not given),6,13,8,83,5,-1.6,7,84,-2,-56
Cc1ccc(-c2nnc(N3CCCCC3)c3ccccc23)cc1S(=O)(=O)NCC1CCCO1 (stereo not given),-21,22,6,80,8,-3.6,-14,74,2,-21
Cc1cc2c(c(=O)n1C)C(Cc1ccccc1)C(C#N)=C(N)O2 (stereo not given),-18,-13,10,98,1,-3.1,11,90,0,-31
COc1ccc(CNC(=O)C(c2ccc(C)o2)N(C(=O)c2csnn2)c2ccc(C(C)C)cc2)cc1 (stereo not given),-6,-10,33,25,4,-6.7,-5,19,x,-30
CC(C)c1nc(SCc2c(F)cccc2Cl)c2c(=O)n(C)c(=O)n(C)c2n1,-10,5,9,3.5*,1,-2.2,-1,3.7*,-1,-40
CCOC(=O)c1cnc(SC)nc1Nc1cccc2ccccc12,x,-2,13,67,3,-1.8,19,62,x,-2
CCCCOC(=O)Cn1c(-c2ccccc2)nc2ccccc2c1=O,-4,-9,11,84,2,-2.1,-5,95,x,-14
